Screening data as filed in PubChem.
HTT aggregate = mutant huntingtin aggregation inhibition | PC12 HttQ103-GFP aggregates, Acumen cytometry, 40 h | Potency, µM (doses to about 46.1 µM), without a hit: at the top dose activity change, negative = inhibition, most hits filed as inhibitors | hit rate 1.1% among 220,000 | AID 1688; note: potency is the fitted concentration of half-maximal effect; % is set by controls: 0 for no effect and ±100 for the full control effect; nearly all actives have a fitted effect of over 60% in size
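Quantitative HTS on tebufenozide-induced (100 nM) PC12 cells stably expressing polyQ103 Huntingtin exon 1–GFP. Reduction of bright GFP aggregates, detected by laser scanning cytometry after lysis, identified actives across the titration.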
CBFb RUNX1 block = blocks binding between human CBF-beta and RUNX1. Q01196+Q13951. AlphaScreen CBFb-His/RUNX1-biotin binding, biochemical. Potency, µM (doses to about 59.8 µM), for inactives: at the highest dose activity, negative = inhibition, hits mostly inhibitors. 230,000 tested, under 10 active; note: % of control where 0% means no effect
Target sequence (Q01196 whole entry, looked up): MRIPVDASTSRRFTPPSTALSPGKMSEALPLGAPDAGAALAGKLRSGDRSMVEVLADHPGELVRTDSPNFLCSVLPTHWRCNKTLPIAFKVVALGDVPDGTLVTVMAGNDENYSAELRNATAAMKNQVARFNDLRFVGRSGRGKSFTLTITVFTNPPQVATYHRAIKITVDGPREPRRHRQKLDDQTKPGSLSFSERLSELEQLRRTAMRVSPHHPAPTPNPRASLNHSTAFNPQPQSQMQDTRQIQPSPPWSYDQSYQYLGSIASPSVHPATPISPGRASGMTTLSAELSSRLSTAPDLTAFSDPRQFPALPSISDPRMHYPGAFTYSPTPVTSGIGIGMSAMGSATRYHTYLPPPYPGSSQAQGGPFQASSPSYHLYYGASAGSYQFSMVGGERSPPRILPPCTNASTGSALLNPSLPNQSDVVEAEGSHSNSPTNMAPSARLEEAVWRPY
Target sequence (Q13951 whole entry, looked up): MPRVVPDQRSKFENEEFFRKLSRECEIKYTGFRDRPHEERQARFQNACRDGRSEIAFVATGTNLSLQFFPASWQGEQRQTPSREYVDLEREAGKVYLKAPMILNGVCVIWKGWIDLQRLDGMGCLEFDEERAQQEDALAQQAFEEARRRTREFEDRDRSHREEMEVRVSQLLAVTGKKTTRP
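Proteins preincubated together for 20 min at RT before compound addition; 15 min later, nickel and streptavidin beads were added and left 90 min prior to AlphaScreen measurement.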
Epigenetic reg = epigenetic control regulation, reporter derepression; murine LDR cells, GFP reporter derepression, 30 h; Potency, µM (series often up to 53.9 µM), inactives show at the highest dose GFP activation, usual class: activators; hit rate 0.2% among 280,000; AID 1865; note: potency is the fitted concentration of half-maximal effect; % of control where 0% means no effect; nearly all actives have a fitted effect of over 60% in size
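GFP-positive cell count by laser-scanning cytometry (objects 20–120 um) after 30 h, 37 C compound exposure of murine LDR cells; reporter is CMV-GFP integrated at a silenced locus, inducible by HDAC or DNMT inhibitors.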
KinaseGlo FLuc = blocks Kinase-Glo luciferase, a counter-screen artifact | Kinase-Glo luciferase, ATP luminescence, 8 min | Potency, µM (series often up to 38.3 µM), for inactives: at the highest dose activity change, negative = inhibition, usual class: inhibitors | AID 1379 | Q27757 | hit rate 0.28% among 200,000; note: potency is the fitted concentration of half-maximal effect; % is set by controls: 0 for no effect and ±100 for the full control effect; nearly all actives have a fitted effect of over 60% in size
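Light output from Kinase-Glo luciferase with luciferin and 10 uM ATP in 50 mM imidazole pH 7.2, KCl, MgCl2, Tween 20, BSA; compound pin-delivered, 8-min ambient incubation, then luminescence read.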
Lamin A splicing = modulators of lamin A splicing | HeLa LMNA splicing GFP/RFP minigene ratio, 48 h | Potency, µM (titrated, usually from 46.1 µM), without a hit: at the highest dose ratio change, negative = inhibition, usual class: inhibitors | hit rate 0.01% among 200,000; active = well fitted inhibition curve with a large enough effect in the signal ratio, with a control signal flat, not every such curve was filed as active; inconclusive = small, poorly fitted or top-dose-only effect, or effect the other way, or a change in a side signal; the % refers to the signal ratio; note: potency is the fitted concentration of half-maximal effect; % is set by controls: 0 for no effect and ±100 for the full control effect
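Read-out is the ratio of GFP to DsRed2 object intensity, acquired by 488 nm laser-scanning cytometry on HeLa lamin A-EGFP minigene reporter cells. Compound incubation 48 hrs at 37 °C in Opti-MEM with 2% FBS; DMSO 0.5% final.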
NPSR antagonist = neuropeptide S receptor (human) antagonism, cAMP. Q6W5P4. hit rate 1% among 220,000. CHO-NPSR cells, cAMP TR-FRET, antagonist mode. Potency, µM (highest dose often 38.3 µM), without a hit: top-dose activity change, negative = inhibition, most hits filed as inhibitors. AID 1461; note: potency is the fitted concentration of half-maximal effect; % is set by controls: 0 for no effect and ±100 for the full control effect; nearly all actives have a fitted effect of over 50% in size; many of its hits are not listed in these tables
Target sequence (Q6W5P4 whole entry, looked up): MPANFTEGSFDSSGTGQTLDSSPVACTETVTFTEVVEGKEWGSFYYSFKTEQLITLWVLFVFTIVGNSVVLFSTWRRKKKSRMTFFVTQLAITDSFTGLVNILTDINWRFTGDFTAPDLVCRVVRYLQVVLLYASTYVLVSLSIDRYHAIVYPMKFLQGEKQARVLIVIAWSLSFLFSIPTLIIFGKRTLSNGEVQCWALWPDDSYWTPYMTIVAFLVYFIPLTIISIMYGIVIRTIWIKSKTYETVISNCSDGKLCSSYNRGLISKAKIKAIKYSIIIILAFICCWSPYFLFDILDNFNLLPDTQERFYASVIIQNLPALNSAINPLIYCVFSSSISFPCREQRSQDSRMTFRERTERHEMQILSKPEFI
IMPase Li inh = membrane-permeable IMPase blocker, potentiated with lithium. CHO-M1 cells, IP1 TR-FRET (IP-One), carbachol + lithium. Potency, µM (top dose mostly 59.4 µM), for the others: at the highest dose activity, negative = IMPase inhibition, actives largely listed as inhibitors. hit rate 0.35% among 210,000;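 note: IP1 builds up when IMPase is blocked and the TR-FRET signal falls; potency is the fitted concentration of half-maximal effect; plate controls were basal vehicle for no effect and high inhibitor control for full effect; nearly all actives have a fitted effect of over 50% in size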
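Test compounds were applied to CHO-M1 cells previously cultured for 16–30 h at 2000 per well. A small lithium amount accompanied them; after 30 min at 37C, IP1 was quantified by TR-FRET.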
The depositor's hits bear a star; ? = inconclusive; . = no result given; & = joins results of further samples; [ ] = dose if it differs, or a comment. Unless noted, calls come from the whole dose curve; as a rule, active = well fitted curve in the direction sought with a large enough effect; inconclusive = small, poorly fitted or top-dose-only effect, or another doubt; inactive = no such curve, though single readings can be large; an effect the other way counts as inactive or inconclusive.

SMILES	HTT aggregate	CBFb RUNX1 block	Epigenetic reg	KinaseGlo FLuc	Lamin A splicing	NPSR antagonist	IMPase Li inh
S=C(NCc1ccco1)Nc1ccc(Oc2ccc(Cl)cc2)cc1	1.3%[9.22 µM]	1.1%	3.3%	.	.	?	.
CN(C)/C=N/c1cc(=O)n(C)c(=O)n1CC1CC1	18.7%	3.3%	0.4%&0.0%	-3.5%&11.2%	8.2%	9.7%	-10.2%&2.8%
COc1ccc(Oc2cc(Cl)nc(N)n2)cc1	.	-1.0%	-1.1%	-0.2%	?	6.2%	0.2%
NC(=O)c1ccc(NC(=O)COC(=O)CCCN2C(=O)c3cccc4cccc(c34)C2=O)cc1	14.1%	1.2%	1.1%	-1.4%	3.7%	-2.4%	-7.0%
CCOC(=O)c1c(NC(=O)c2ccccc2Br)sc2c1CCc1ccccc1-2	-16.7%	?	-1.3%	0.4%	-5.8%	?	33.4%[38.3 µM]
CCc1nc(-c2ccccc2)cc(=O)[nH]1	1.9%	-1.7%	2.9%	-2.7%	-2.4%	-6.3%[46.1 µM]	18.7%[38.3 µM]
S=C(NCc1ccccn1)Nc1ccc(Cl)cc1	15.9%	-1.5%	-0.3%	0.0%	-6.5%	-11.3%[46.1 µM]	-6.7%[38.3 µM]
NS(=O)(=O)c1ccc(N/N=C2/CCCCC2C2CCCCC2)c([N+](=O)[O-])c1 (configuration not stated)	?	?	10.4%	-1.0%	?	?	14.6%
CN(C)c1ccc(/C=N/NC(=O)C(=O)/C=C2\NC3(CCCC3)Cc3ccccc32)cc1	6.1%	2.8%	?	-6.2%	?	-34.9%	-6.1%
Cc1nn(C)cc1C(C(=O)NC1CCCCC1)N(CCc1ccccc1)C(=O)c1cnccn1 (configuration not stated)	28.0%[9.22 µM]	4.4%	2.1%	-1.6%	18.0%[46 µM]	0.0%	-1.5%
Cc1ccc(C2N(C)c3ccccc3-c3nc4ccccc4n32)o1 (configuration not stated)	-4.5%	19.4%	-0.7%	0.0%	7.4%	?	13.6%[38.3 µM]
O=C(NC1CCS(=O)(=O)C1)c1ccccc1C(=O)c1ccccc1 (configuration not stated)	5.0%	-1.2%	-1.1%	4.5%	5.8%	-7.7%[46.1 µM]	23.6%[38.3 µM]
Cc1ccc(OCCN2CCCCCC2)c(C)c1	-1.3%	4.3%	0.0%	-4.0%	-0.1%	0.2%[46.1 µM]	25.7%[38.3 µM]
CC1(C)CC(=O)C2=C(C1)NC(=S)C(C#N)C21CCCCC1 (configuration not stated)	-13.7%[9.22 µM]	-4.6%	-2.6%	.	.	-13.4%	.
Cc1ccc(C(=O)/C=C/c2ccco2)c(O)c1	28.1%	-5.8%	-4.8%	-1.3%	-8.6%	-13.9%	0.7%
CCOc1cccc(C(=O)Nc2ccc(N(CC)CC)cc2)c1	1.3%	-28.0%	0.0%	-2.8%	?	-27.8%[46.1 µM]	1.5%[38.3 µM]
Cc1ccc(-c2nn3c(-c4cccc(Cl)c4)nnc3s2)cc1	-1.5%	4.0%	-1.0%	-3.1%	0.6%	-5.6%[46.1 µM]	10.6%[38.3 µM]
CCOC(=O)N1CCN(C(=O)c2cn(CC)c3ccc(S(=O)(=O)N4CCCCC4)cc3c2=O)CC1	-14.6%	-0.7%	-0.1%	-1.4%	.	1.3%	-5.5%
COC(=O)[C@@]1(Cc2ccccc2)[C@H]2c3cc(C(=O)N4CCCC4)n(Cc4nc5ccccc5[nH]4)c3C[C@H]2CN1C(=O)c1ccccc1	.	-23.0%	1.6%	-0.7%	.	.	8.5%
CCC(C)C(NC)C(=O)O (configuration not stated)	.	.	-0.9%	-0.7%	-3.6%	.	-8.4%
CC(C)(O)C#Cc1ccc(CN2CCN(C3CCCCC3)C(CCO)C2)cc1 (configuration not stated)	-5.5%[9.22 µM]	3.1%	-0.4%	0.5%	1.1%[46 µM]	-9.1%	27.8%
Cc1c(Cl)cccc1NC(=O)C(=O)NNC(=O)c1ccccc1F	-12.3%	14.6%	-2.4%	0.7%	.	-20.3%	3.5%
CCOC(=O)C1CCCCN1Cc1cn(C)nc1-c1ccccc1F (configuration not stated)	-11.8%[9.22 µM]	6.4%	0.0%	.	.	4.5%	.
O=C(N/N=C/c1cccc(F)c1)c1ccc(Cl)cc1	5.1%	2.9%	5.4%	-1.7%	-1.7%[46 µM]	-14.7%	4.0%
CN(C)N(C)C(=O)C(O)(c1ccccc1)c1ccccc1	22.0%[9.22 µM]	-8.2%	-1.0%	-9.5%	-5.7%[46 µM]	-7.6%	8.2%

Part of the list above, reduced to CBFb RUNX1 block and HTT aggregate.
compound | CBFb RUNX1 block | HTT aggregate
CN(C)c1ccc(/C=N/NC(=O)C(=O)/C=C2\NC3(CCCC3)Cc3ccccc32)cc1 | 2.8% | 6.1%
O=C(NC1CCS(=O)(=O)C1)c1ccccc1C(=O)c1ccccc1 (configuration not stated) | -1.2% | 5.0%

Some values from the results shown.
Under Epigenetic reg, `NS(=O)(=O)c1ccc(N/N=C2/CCCCC2C2CCCCC2)c([N+](=O)[O-])c1` (configuration not stated) is listed with 10.4%
Under CBFb RUNX1 block, `Cc1c(Cl)cccc1NC(=O)C(=O)NNC(=O)c1ccccc1F` is listed with 14.6%

Later entries.
SMILES	HTT aggregate	CBFb RUNX1 block	Epigenetic reg	KinaseGlo FLuc	Lamin A splicing	NPSR antagonist	IMPase Li inh
COC(=O)c1c(NC(=O)C2CC=CCC2C(=O)O)sc(C(N)=O)c1C (configuration not stated)	5.6%	-4.5%	1.7%	-1.6%	-0.3%	?	-10.1%[38.3 µM]
CCN(CC)S(=O)(=O)c1ccc(C(=O)N2CCN(CCN3C(=O)c4cccc5cccc(c45)C3=O)CC2)cc1	?	-1.8%	-0.5%	1.4%	.	5.0%	9.4%
N[C@@H](Cc1ccc(F)cc1)C(=O)O	.	-0.8%	1.2%	-3.2%	0.1%	-2.7%[46.1 µM]	4.0%
COc1cc2c(cc1OC)C(C(=O)c1ccc(OC)c(OC)c1O)=NCC2	.	9.3%	0.0%	0.0%	.	.	14.4%
CC(NCc1ccc(S(N)(=O)=O)cc1)C(=O)N1c2ccccc2CC1C (configuration not stated)	-7.6%[9.22 µM]	10.3%	-1.1%	.	.	20.3%	.
CCOc1ccccc1OCCCOc1ccc(C)cc1Cl	21.0%	?	0.0%	.	-7.4%	-12.3%[46.1 µM]	.
C=CCN(c1ccc(C(=O)OC)cc1)S(=O)(=O)c1ccccc1	-18.0%	10.1%	-0.1%	0.4%	.	-31.1%	11.2%
O=C(Cn1cnc2cc([N+](=O)[O-])ccc2c1=O)Nc1ccccc1-c1ccccc1	12.9%[9.22 µM]	2.5%	1.1%	.	.	2.4%[7.67 µM]	.
COc1ccc(CC(=O)Nc2cccc(C)n2)cc1OC	-5.2%	1.4%	0.0%	-3.6%	?	9.5%	-1.1%
Cc1ccc(-c2nnn(CCC(=O)NC3CCCC3)n2)cc1	-5.9%	4.7%	-1.3%	0.6%	?	-0.8%[46.1 µM]	4.7%[38.3 µM]
N/C(=N\OC(=O)c1ccc([N+](=O)[O-])cc1)c1ccccn1	-22.1%	27.5%	-2.9%	8.91µM*	-15.4%[46 µM]	14.5%	1.8%
OCc1nc2ccccc2n1Cc1c(F)cccc1Cl	-14.0%[9.22 µM]	1.4%	0.0%&-6.5%	.	.	5.5%	.
O=c1c2ccccc2nc(SCc2cn3ccsc3n2)n1-c1ccccc1	-6.4%	-5.6%	-1.0%	0.2%	17.0%	-23.9%[46.1 µM]	14.3%[38.3 µM]
Cc1nn(CCO)c(C)c1Oc1ccccc1O	5.3%	5.4%	-0.9%	-0.5%	12.0%	13.5%[46.1 µM]	-8.6%[38.3 µM]
O=C(CN1CCCC1)Nc1ccc(Oc2ccc(NC(=O)CN3CCCC3)cc2)cc1	1.3%	-1.2%	-0.3%	-5.1%	4.0%	9.0%[46.1 µM]	4.9%[38.3 µM]
CC(C)NC(=O)COC(=O)c1cc(Br)ccc1Cl	3.3%	1.3%	1.1%	4.6%	-5.4%	-3.3%	-0.4%
NC(=O)NCC1CC1	-10.7%[9.22 µM]	-10.4%&7.9%	3.9%&-2.0%	-1.2%	.	-20.7%	-9.0%&1.6%
Clc1ccc(-c2noc(CN3CCOCC3)n2)cc1	6.3%[9.22 µM]	2.6%	4.6%	.	.	-20.3%	.
C/C(CC(=O)NC12CC3CC(CC(C3)C1)C2)=N\NC(=O)c1cnccn1	-14.2%	-10.1%	?	-2.2%	-16.2%[46 µM]	7.0%	5.1%
Cc1ccc(S(=O)(=O)NCCC(=O)Nc2cccc(Cl)c2)cc1	-7.6%	0.1%	0.9%	-1.5%	-14.2%	5.9%	0.7%
CCOC(=O)C1(C)Oc2ccccc2C(c2ccc(OC)cc2)=C1C(=O)OC (configuration not stated)	.	15.2%[89.1 µM]	1.2%	2.7%[39.9 µM]	.	.	17.2%
O=C(Cn1nnc(-c2ccccc2Cl)n1)N1CCN(S(=O)(=O)c2ccc(Cl)cc2)CC1	-0.1%	3.3%	-1.8%	0.5%	?	-1.6%[46.1 µM]	11.0%[38.3 µM]
Cc1nc2c(-c3ccc(F)cc3)c(C)nn2c(C)c1CCC(=O)Nc1ccccc1	-13.6%[9.22 µM]	10.9%	-1.1%	.	.	-18.5%	.
Brc1ccccc1-c1nnc(CSc2nnnn2-c2ccccc2)o1	?	3.2%	4.1%	-1.8%	-2.1%	-12.6%[46.1 µM]	39.2%[activator][38.3 µM]
Cc1ccc(C2CC(c3cccs3)n3nc(N)nc3N2)cc1 (configuration not stated)	12.5%	-1.5%	-1.6%	-1.2%	-3.0%	-4.1%[46.1 µM]	2.9%[38.3 µM]
CC(=O)NC1C(OC2OC(CC(O)C3OC([N+]4=CCC(=O)NC4=O)C(O)C3O)C(O)C(O)C2NC(=O)/C=C/CCCCCCCCC(C)C)OC(CO)C(O)C1O (configuration not stated)	.	17.7%	0.0%	.	.	.	20.6%
CCOC(=O)c1cc(-c2ccncc2)nc2c1c(C)nn2-c1ccccn1	7.0%	-0.9%	-2.5%	-5.3%	-2.4%	-6.5%[46.1 µM]	18.7%[38.3 µM]
CN1CCN(CC(=O)Nc2nc(-c3ccccc3)cs2)CC1	-4.7%	2.2%	-0.9%	-1.8%	7.3%[0.0737 µM]	3.1%[46.1 µM]	10.3%[38.3 µM]
CC1(C)Cc2c(c(-c3ccco3)nc3n[nH]c(N)c23)CO1	5.5%	-2.1%	4.3%	-4.4%	?	?	-11.2%[38.3 µM]
Oc1ccc(-c2nnc(-c3ccccc3)c(-c3ccccc3)n2)cc1	28.1%	-5.1%	0.9%	.	-18.2%	-13.7%[46.1 µM]	.

These rows are one share of the data; rates above refer to the full screens.
